Apaf-1 inh: human Apaf-1 inhibition; hit rate 0.71% among 330,000; reconstituted apoptosome caspase-3 activity, DEVD-Rh110 fluorescence; O14727; inhibition, % at 20 µM; active means inhibition of at least 40% at 20 µM;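 further: plate controls were DMSO wells for no effect and DEVD-CHO caspase inhibitor wells for full effect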
Target sequence (O14727 whole entry, looked up): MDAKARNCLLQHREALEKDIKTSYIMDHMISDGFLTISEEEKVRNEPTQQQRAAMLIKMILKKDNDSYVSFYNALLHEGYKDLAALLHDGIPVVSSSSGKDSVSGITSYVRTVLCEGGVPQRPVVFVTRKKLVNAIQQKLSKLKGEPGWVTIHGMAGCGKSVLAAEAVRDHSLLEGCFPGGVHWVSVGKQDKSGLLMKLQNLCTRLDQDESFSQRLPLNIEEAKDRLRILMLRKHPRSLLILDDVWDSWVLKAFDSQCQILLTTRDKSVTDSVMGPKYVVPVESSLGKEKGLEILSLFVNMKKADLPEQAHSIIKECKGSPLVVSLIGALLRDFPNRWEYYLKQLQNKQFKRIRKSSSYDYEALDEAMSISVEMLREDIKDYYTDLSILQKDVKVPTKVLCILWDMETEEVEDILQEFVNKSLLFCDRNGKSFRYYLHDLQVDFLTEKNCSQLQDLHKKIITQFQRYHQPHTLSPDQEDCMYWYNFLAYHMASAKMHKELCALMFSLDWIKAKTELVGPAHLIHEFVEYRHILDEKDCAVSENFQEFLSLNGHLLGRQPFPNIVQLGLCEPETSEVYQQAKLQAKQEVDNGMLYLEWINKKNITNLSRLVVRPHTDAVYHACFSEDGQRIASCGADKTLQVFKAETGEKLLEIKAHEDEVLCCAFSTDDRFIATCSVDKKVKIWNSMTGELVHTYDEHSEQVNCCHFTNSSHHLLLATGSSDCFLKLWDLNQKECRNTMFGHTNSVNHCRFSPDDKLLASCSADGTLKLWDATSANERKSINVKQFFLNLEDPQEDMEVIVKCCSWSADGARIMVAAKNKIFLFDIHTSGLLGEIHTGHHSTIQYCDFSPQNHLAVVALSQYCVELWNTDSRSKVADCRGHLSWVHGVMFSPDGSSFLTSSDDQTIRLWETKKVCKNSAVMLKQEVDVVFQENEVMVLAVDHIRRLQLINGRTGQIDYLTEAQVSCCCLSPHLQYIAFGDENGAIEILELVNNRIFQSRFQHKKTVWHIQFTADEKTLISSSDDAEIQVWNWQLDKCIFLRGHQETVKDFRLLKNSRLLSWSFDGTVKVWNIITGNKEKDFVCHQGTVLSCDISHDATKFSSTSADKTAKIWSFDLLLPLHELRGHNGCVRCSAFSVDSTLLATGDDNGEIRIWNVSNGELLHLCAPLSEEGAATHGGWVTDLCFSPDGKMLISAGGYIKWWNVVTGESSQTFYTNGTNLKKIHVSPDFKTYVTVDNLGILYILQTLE
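Assay system – apoptosome proteins · Medium – Hepes buffer, pH 7.5 · Also added – cytochrome c with DEVD-Rh110 · Timing – 30 min compound preincubation, 50 min activation, room temperature · Detection – Rh110 fluorescence, excitation 480 nm, emission 540 nm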
HKDC1 inh: inhibitors of human hexokinase HKDC1; recombinant HKDC1, G6PDH/diaphorase resazurin coupled fluorescence; inhibition, % at 20 µM; hit rate 0.16% among 340,000;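 active means inhibition above about 35% when tested at 20 µM, limit read from the data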;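 further: plate controls were DMSO wells with enzyme for no effect and DMSO wells lacking enzyme for full effect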
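Assay system – recombinant HKDC1 (HK5) hexokinase enzyme, produced in-house · Input – HKDC1 at 5 µg/mL · Reagent – glucose plus 1 mM ATP as hexokinase substrates · Timing – 90 min reaction incubation at room temperature, dark · Measured by – G6PDH/diaphorase-coupled fluorescence, 1 mM NADP, 100 µM resazurin, 525/613 nm · Benchmarks – DMSO-enzyme wells negative, buffer-substituted wells positive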
SENP8 block-1: inhibitors of human SENP8 protease; Q96LD8; purified SENP8, Z-RLRGG-aminoluciferin cleavage, luminescence; inhibition, % at 10 µM; hit rate 1.2% among 330,000; AID 2540; in the data active means inhibition above about 50%
PfGluPho inh: PfG6PD (Plasmodium falciparum) enzyme inhibition; PfGluPho enzyme, NADPH resazurin-diaphorase fluorescence; hit rate 0.78% among 350,000; inhibition, % at 20 µM; AID 504690;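 active means inhibition reaching at least a set limit at 20 µM in the primary screen, cut at about 59% in these data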;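 further: 0% = DMSO wells with substrate and 100% = DMSO wells lacking glucose-6-phosphate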
SENP8 block-2: inhibitors of human SENP8 protease; hit rate 0.64% among 360,000; inhibition, % at 20 µM; AID 602440; recombinant SENP8, Nedd8 substrate fluorescence; Q96LD8; in the data active means inhibition mostly above about 40%, no sharp cut-off; inactive means mostly below about 27%
SENP7 inh: blocks the human protease SENP7; recombinant SENP7, Z-RLRGG-aminoluciferin luminescence, 40 min; inhibition, % at 5 µM; hit rate 1.5% among 330,000; AID 434973;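 active means inhibition above about 50% at the single test dose, limit read from the data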;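 further: plate controls were DMSO with enzyme for no effect and no enzyme buffer wells for full effect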
SENP1 inh: blocks the human SENP1 SUMO protease catalytic domain; Q9P0U3; recombinant SENP1 catalytic domain, CyPet-SUMO1-YPet FRET cleavage; inhibition, % at 10 µM; hit rate 0.21% among 360,000;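 active means inhibition at least 30% at 10 µM, raw YFP signal under a set limit, fluorescence ratio 0.5 to 1.5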;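 further: 0% = enzyme with DMSO and 100% = no enzyme wells; some results filed as inactive read as strong as hits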
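Test system: recombinant human SENP1 catalytic domain, His6-tagged / Medium: pH 8 Tris buffer with EDTA, NaCl, BME, BSA, NP40, catalase / Also added: SUMO1 FRET substrate flanked by Cypet and Ypet, 25 nM / Times: 50 min reaction at room temperature / Signal: FRET, CFP and YFP emission / Control set: no-enzyme low control and enzyme-plus-DMSO high control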
SENP6 inh: inhibitors of human SENP6 protease. Recombinant SENP6 catalytic domain, aminoluciferin luminescence. AID 2599. hit rate 1.8% among 330,000. inhibition, % at 10 µM;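 active means inhibition above about 50% at the single tested dose, limit read from the data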;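 further: plate controls were DMSO wells with enzyme for no effect and DMSO wells lacking enzyme for full effect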
Numbers without * were called inactive; i = inactive; nt = no result given.

SMILES	Apaf-1 inh	HKDC1 inh	SENP8 block-1	PfGluPho inh	SENP8 block-2	SENP7 inh	SENP1 inh	SENP6 inh
O=C(CCc1nc(-c2ccccc2Cl)no1)NCC1CCCO1 (stereo unspecified)	5	-6	3	10	4	-2	-1	-11
Cc1cnc(NC(=O)CN2C(=O)C3CC=CCC3C2=O)s1 (stereo unspecified)	-3	-7	-10	-6	17	-5	0	-9
Cn1cccc1CC(=O)N/N=C/C(Cl)=C/c1ccccc1	4	-4	-3	5	10	2	8	8
COc1ccc2[nH]c3c(c2c1)CCN1C(=O)C(CC(=O)NCC24CC5CC(CC(C5)C2)C4)C[C@H](C(=O)N(C(C)C)C(C)C)[C@@]31C (stereo partly specified)	35	4	nt	15	1	1	2	nt
CCOC(=O)c1ccc2c(c1)nc(-c1ccc(F)cc1)c1nccn12	8	-7	-4	-20	-309	10	-10	-12
CC(OC(=O)c1ccc2c(c1)S(=O)(=O)c1ccccc1C2=O)C(N)=O (stereo unspecified)	1	-3	5	6	-4	-5	0	-12
COc1cc(CN(C)CC2CCCN(CCc3ccc(F)cc3)C2)c(Cl)cc1O (stereo unspecified)	-6	2	1	1	22	2	-2	10
COc1cc(N)c(Cl)cc1C(=O)OCC(=O)Nc1ccc(N2CCOCC2)cc1	-4	-3	9	-2	2	4	3	-8
O=C(NC1CCCCC1)C(c1ccncc1)N(Cc1ccc2c(c1)OCO2)C(=O)c1cnsn1 (stereo unspecified)	15	5	-7	7	23	17	-2	-20
c1csc(-c2nc(-c3ccc(-c4ccon4)s3)no2)c1	-29	-3	44	2	-231	88*	-14	51*
COc1ccc(NC(=O)CSc2nnc(-c3ccco3)c(-c3ccco3)n2)cc1OC	18	12	-5	42	14	-5	4	5
COCc1ccc(-c2c(-c3ccc(OC)cc3)oc(=O)c3cc(OC)c(OC)cc23)cc1	20	5	-6	10	-152	-12	2	-16
Nc1c(C(=O)NCc2ccco2)c2nc3ccccc3nc2n1CCc1ccccc1F	61*	9	40	25	-300	34	-27	51*
Fc1ccc(C(Nc2ccccn2)c2c[nH]c3ccccc23)cc1 (stereo unspecified)	-9	17	-9	10	4	-3	0	-9
Cc1cc(C)cc(OCc2ccc(C(=O)N3N=C(C(F)F)CC3(O)C(F)F)o2)c1 (stereo unspecified)	8	-1	-9	-6	12	6	2	8
O=C(CSc1nnc2n(C3CCCCC3)c(=O)c3ccccc3n12)OC1CCCCC1	-4	-9	10	-4	-20	1	-1	11
COc1ccc(Nc2cc(C)nc(N3CCOCC3)n2)cc1	12	3	2	26	12	3	-1	-17
Cc1ccc(C)c(-n2nnnc2Sc2nc([N+](=O)[O-])nn2C)c1	-4	1	2	-4	24	8	0	8
CCSc1nnc(NC(=O)C(C)(C(F)(F)F)C(F)(F)F)s1	-7	1	-9	15	6	-1	-1	3
COc1ccc(OC)c(S(=O)(=O)N(C)CC(=O)O)c1	-2	-7	3	-11	18	3	2	10
COc1cc2c(=O)n(CCC(=O)NCC3CCCO3)c(=O)n(CC(=O)Nc3ccc(F)cc3)c2cc1OC (stereo unspecified)	7	-1	13	10	-130	0	0	3
COC(=O)c1c(NC(=O)c2ccc(C)o2)sc2c1CCCCC2	17	4	-12	30	-294	-4	-4	-19
CCCn1c(C(O)c2cccc(OC)c2)nc2ccccc21 (stereo unspecified)	0	-7	-5	0	1	9	-11	9
COc1ccc(S(=O)(=O)NCc2ccccn2)cc1NC(=O)c1ccc(C)cc1	5	-1	0	-13	8	-4	1	-6
Cc1ccc(S(=O)(=O)NCc2ccco2)c(C)c1C	9	-9	4	14	-1	14	1	8
CCOc1ccc(OCC)c(NC(=O)C2CCN(S(=O)(=O)c3cnc[nH]3)CC2)c1	2	1	-4	3	30	8	2	-11
Cc1nc2nc(CCNS(=O)(=O)c3ccc(Cl)cc3)cn2nc1C	5	-5	2	10	-325	6	-83	-9
CC(C)(C)c1nc(SCC(=O)Nc2ccc3c(c2)OCCO3)c2ccccc2n1	-8	-9	0	-3	1	-2	5	-7
Cn1ccnc1/C(=N\NC(=O)c1ccc(O)cc1)c1cccc([N+](=O)[O-])c1	-17	1	3	19	24	8	1	12
CN(C)S(=O)(=O)c1ccc(S(=O)(=O)N2CCCC(C(=O)NC3CC3)C2)cc1 (stereo unspecified)	-12	-6	-4	-4	2	-3	2	-4

A second format for 2 compounds above:
COc1cc(CN(C)CC2CCCN(CCc3ccc(F)cc3)C2)c(Cl)cc1O (stereo unspecified)
  Apaf-1 inh: -6
  HKDC1 inh: 2
  SENP8 block-1: 1
  PfGluPho inh: 1
  SENP8 block-2: 22
  SENP7 inh: 2
  SENP1 inh: -2
  SENP6 inh: 10

COc1cc(N)c(Cl)cc1C(=O)OCC(=O)Nc1ccc(N2CCOCC2)cc1
  Apaf-1 inh: -4
  HKDC1 inh: -3
  SENP8 block-1: 9
  PfGluPho inh: -2
  SENP8 block-2: 2
  SENP7 inh: 4
  SENP1 inh: 3
  SENP6 inh: -8

(next part)
SMILES	Apaf-1 inh	HKDC1 inh	SENP8 block-1	PfGluPho inh	SENP8 block-2	SENP7 inh	SENP1 inh	SENP6 inh
CN1CCC(N(C)C(=O)NC2CCCCC2)CC1	-3	-6	-1	6	16	-9	1	-8
CCc1ccccc1NC(=O)c1nnn(CC(=O)Nc2cccc(C)c2)c1N	10	-5	-9	12	22	-7	1	-15
CC1CCCN(C2=C(NS(=O)(=O)c3ccc(Br)cc3)C(=O)c3ccccc3C2=O)C1 (stereo unspecified)	51*	18	5	-7	36	20	-5	38
CC(=O)NC(Cc1ccc(F)cc1)C(=O)O (stereo unspecified)	0	-1	-1	6	2	5	1	-4
CNS(=O)(=O)c1cccc(C(=O)OCC(=O)Nc2ccccc2F)c1	-4	-4	3	-16	10	8	4	10
O=C(N/N=C/c1ccc(C(F)(F)F)cc1)c1ccc(O)cc1	3	-5	-1	-7	10	5	0	-3
COC(=O)CCC(=O)Oc1ccc(OC(=O)CCC(=O)OC)cc1	-1	nt	-6	nt	nt	-9	nt	-29
O=C(Nc1ccc(S(=O)(=O)N2CCOCC2)cc1)C1CC1	-4	-7	4	-13	10	8	2	-15
COc1cccc(-n2nc(C(=O)O)c3ccccc3c2=O)c1	9	7	-6	-28	6	-7	0	-33
COc1cccc(NC(=S)NCc2ccncc2)c1	-3	-12	1	3	-6	-5	0	14
COc1cc(C)c(CN2CCSCC2)cc1C	3	-8	9	1	13	-3	2	5
COc1ccc(OC)c(CN2CCC(C(=O)N3CCOCC3)CC2)c1	0	-8	-2	-5	22	0	3	0
O=C1CC2(CCN(C(=O)c3cccc(F)c3)CC2)Oc2ccccc21	8	-1	1	-13	-60	-7	1	-13
Cc1cn(C2C=CC(CO)O2)c(=O)[nH]c1=O (stereo unspecified)	0	-3	2	-17	12	2	2	2
Cn1nnc(C(O)CNCc2ccc(Cl)cc2)n1 (stereo unspecified)	4	-6	-2	-22	12	-14	0	-10
Cc1cc(C(=O)OCC(=O)N2C(C)CCCC2C)c(C)o1 (stereo unspecified)	-11	-6	1	5	16	5	-2	3
CC(=O)c1ccccc1C(=O)N1CCCC(CCC(=O)N2CCN(c3ccccn3)CC2)C1 (stereo unspecified)	2	5	0	-6	-10	-2	0	-5
Cc1c(C(=O)Nc2c3c(nn2C(C)(C)C)CS(=O)(=O)C3)cccc1[N+](=O)[O-]	-15	-6	4	-3	8	-1	2	1
O=C(NCc1ccc(F)cc1)C1CCN(S(=O)(=O)N2CCCCC2)CC1	-5	12	1	-9	18	13	0	-4
Cc1ccccc1C(=O)NNC(=O)c1cccc(Br)c1	0	-6	2	3	18	5	-1	10
N#Cc1c(-c2ccccc2)c(-c2ccccc2)n[nH]c1=O	5	-2	-7	-16	-11	0	2	-1
CC(=O)c1ccc(S(=O)(=O)NCC(=O)NC(c2nc3ccccc3[nH]2)C(C)C)cc1 (stereo unspecified)	-5	2	-1	33	-103	0	-26	-4
N#C/C(=C\c1cccnc1)c1ccc(Br)cc1	12	-2	-9	13	-10	7	0	-31
O=C(Cc1ccccc1)NCC(=O)N/N=C/c1cccs1	-1	-3	0	-6	-7	-1	1	10
COc1ccccc1N/N=C1\COC(C)(C)CC1=O	-19	2	-3	3	14	4	2	-6
Cc1ccc(CNC(=O)Cn2cnc3cc([N+](=O)[O-])ccc3c2=O)cc1	-4	2	4	-2	-56	7	-25	7
Cc1ccc(C)c(NC(=O)CCN2CCN(c3ccccc3F)CC2)c1	11	-5	-1	-11	15	6	0	-5
CCOC(=O)CSc1nnc(NC(=O)c2cccc(S(=O)(=O)N3CCCCC3)c2)s1	-24	4	-1	-28	-18	1	1	-2
Cc1ccc(/C([O-])=C(/C(=S)NCc2ccco2)[n+]2ccccc2)cc1[N+](=O)[O-]	11	4	-5	27	8	-2	-4	5
O=C(COC(=O)/C=C/c1cc(Br)ccc1F)NC1CC1	-5	-3	4	-19	2	7	-3	-11

5 compounds out of the list above, arranged by their value in SENP7 inh, rising:
SMILES,SENP7 inh
COC(=O)c1c(NC(=O)c2ccc(C)o2)sc2c1CCCCC2,-4
Fc1ccc(C(Nc2ccccn2)c2c[nH]c3ccccc23)cc1 (stereo unspecified),-3
N#Cc1c(-c2ccccc2)c(-c2ccccc2)n[nH]c1=O,0
CCCn1c(C(O)c2cccc(OC)c2)nc2ccccc21 (stereo unspecified),9
CCOC(=O)c1ccc2c(c1)nc(-c1ccc(F)cc1)c1nccn12,10

Following part
SMILES	Apaf-1 inh	HKDC1 inh	SENP8 block-1	PfGluPho inh	SENP8 block-2	SENP7 inh	SENP1 inh	SENP6 inh
O=C(c1cc([N+](=O)[O-])ccc1N1CCOCC1)N1CCN(c2ccc([N+](=O)[O-])cc2)CC1	7	2	-5	17	24	2	-2	-11
CC(=O)CCC1CC(c2ccc(Cl)cc2)=NO1 (stereo unspecified)	0	-3	-10	-3	21	-5	1	-15
CC(C)Cc1nnc(NC(=O)CCC(=O)N2CCC(C)CC2)s1	-12	-5	2	1	11	-3	0	7
O=C(O)C1C2C=CC(C2)C1C(=O)NC1CCN(Cc2ccccc2)CC1 (stereo unspecified)	11	-7	0	0	18	5	-2	-7
O=C(c1ccc(C(F)(F)F)cc1)C1CCCN(C(=O)CCc2ccncc2)C1 (stereo unspecified)	8	2	0	-2	8	0	1	9
Cc1c(C(=O)NN2CCN(C)CC2)cccc1[N+](=O)[O-]	13	13	-9	4	8	-4	0	-21
Cc1cc(C(=O)N/N=C/c2ccccc2)c(C)o1	-28	-3	34	-8	21	74*	1	47
Cc1c(Cl)c([N+](=O)[O-])nn1CCCC(=O)Nc1cccc(Cl)c1	9	-1	-4	24	9	3	2	14
Cn1c(SCc2ccccc2F)nc2ccccc2c1=O	17	-3	-8	-19	13	1	1	9
Oc1ccccc1-c1n[nH]c(-c2ccccc2O)n1	nt	-1	nt	-18	-85	nt	1	nt
CC1=CC2=NC(=O)/C(=C/c3coc4ccc(Cl)cc4c3=O)C(=N)N2O1	i	2	-9	-14	-87	3	-43	-9
COC(=O)c1cn(C(=O)c2ccccc2)c2ccccc12	5	-10	7	13	8	4	1	-15
COc1ccc(S(=O)(=O)N2CCCCC2)cc1NC(=O)c1cccc(S(=O)(=O)N2CC(C)OC(C)C2)c1 (stereo unspecified)	nt	0	nt	3	7	nt	1	nt
Cc1cc(=O)oc2cc(OC(C)C)ccc12	0	-5	-11	2	-258	-3	0	-1
CCCCn1c(SCC(=O)NC2CCCC2)nc2ccccc2c1=O	5	-5	4	3	6	-4	0	-5
